Bioassay records deposited in PubChem BioAssay by several laboratories.
hDAT+cocaine: changed human dopamine transporter uptake under cocaine IC80 | 110,000 compounds, 1.3% hits | LLC-PK1 hDAT cells, [14C]-dopamine uptake with cocaine IC80; actives deviate in either direction | B-score at 10 µM;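 active = Z score or B-score, a plate-position-corrected score, falls beyond the plate's 99.7% confidence bounds, in either direction; inactive = both scores lie inside the 99.7% bounds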;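 note: scored against the spread of the other compound wells on the same plate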
Target sequence (Q01959 whole entry, looked up): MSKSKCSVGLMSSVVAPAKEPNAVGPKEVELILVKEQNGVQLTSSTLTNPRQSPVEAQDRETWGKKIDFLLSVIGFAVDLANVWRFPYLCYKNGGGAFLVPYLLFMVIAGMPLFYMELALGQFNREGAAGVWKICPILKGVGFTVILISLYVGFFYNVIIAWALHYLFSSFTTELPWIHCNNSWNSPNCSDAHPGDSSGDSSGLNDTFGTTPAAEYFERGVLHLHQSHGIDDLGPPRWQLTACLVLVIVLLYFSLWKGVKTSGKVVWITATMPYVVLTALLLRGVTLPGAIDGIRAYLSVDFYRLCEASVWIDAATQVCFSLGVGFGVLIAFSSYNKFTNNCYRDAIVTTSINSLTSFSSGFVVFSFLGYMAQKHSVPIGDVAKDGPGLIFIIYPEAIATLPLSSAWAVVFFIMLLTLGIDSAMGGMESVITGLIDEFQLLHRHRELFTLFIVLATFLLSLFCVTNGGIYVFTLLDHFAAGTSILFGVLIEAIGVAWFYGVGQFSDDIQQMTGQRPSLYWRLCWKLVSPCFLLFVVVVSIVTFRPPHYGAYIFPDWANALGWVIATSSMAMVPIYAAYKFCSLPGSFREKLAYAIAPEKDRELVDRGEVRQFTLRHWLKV
PostGolgi ctrl: growth of the yeast control strain, post-Golgi counter-screen; 98,000 compounds, 5% hits; efflux-deficient yeast background strain, growth absorbance A615, 16 h; inhibition, % at 10 µM
sEH act: activators of human soluble epoxide hydrolase; purified human sEH enzymatic activity, activator screen; activation, % at 2 µM; 91,000 compounds, 0.04% hits; AID 717; in the data active = activation above about 37%; note: values of inactives mirror those of a sister screen read the other way
S1P2 antag: blocks the human S1P2 receptor | 97,000 compounds, 0.21% hits | inhibition, % at 5 µM | AID 736 | cell-based S1P2 antagonist assay, inhibition at 5 uM; in the data active = inhibition above about 45%;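 note: CRE beta-lactamase reporter cells expressing human S1P2 stimulated with S1P; 0% = agonist at EC80 alone and 100% = agonist plus reference antagonist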
Target sequence (O95136 whole entry, looked up): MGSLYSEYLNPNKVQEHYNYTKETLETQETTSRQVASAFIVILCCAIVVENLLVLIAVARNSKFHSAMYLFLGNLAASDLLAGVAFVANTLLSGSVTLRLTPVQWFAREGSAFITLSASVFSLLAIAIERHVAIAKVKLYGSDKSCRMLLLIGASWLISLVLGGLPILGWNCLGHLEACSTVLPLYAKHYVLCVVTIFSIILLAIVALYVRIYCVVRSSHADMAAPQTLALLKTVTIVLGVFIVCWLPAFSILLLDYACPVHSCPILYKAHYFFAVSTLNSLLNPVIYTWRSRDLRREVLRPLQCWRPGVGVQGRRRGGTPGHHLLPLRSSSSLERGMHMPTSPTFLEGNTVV
PostGolgi yeast: growth inhibition of a yeast mutant, post-Golgi transport screen | post-Golgi transport phenotypic cell assay | inhibition, % at 10 µM | 98,000 compounds, 0.9% hits | AID 739;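 note: yeast cells grown in 1536-well plates; yeast grown about 18 h at 30C before absorbance read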
CYP2C19 act: activators of human cytochrome P450 2C19. P33261. recombinant CYP2C19, luciferin-H EGE luminescence; hits give high values; 0 = fully inhibited enzyme, 1 = untreated enzyme. activation factor at 5 µM. 96,000 tested, under 10 active. AID 1025;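 active = activation factor of at least 2 at 5 µM in the primary screen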;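 note: 0 = wells with 2.5 mM tranylcypromine and 1 = vehicle-only wells; values of inactives mirror those of a sister screen read the other way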
S1P2 ag: activates the human S1P2 receptor. O95136. activation, % at 4.5 µM. S1P2-expressing cell line, agonist reporter read-out. 97,000 compounds, 0.46% hits; in the data active = activation above about 16%;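 note: 0% = vehicle low control and 100% = maximal reference agonist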
sEH inh: soluble epoxide hydrolase (human) inhibition; recombinant human sEH enzymatic activity assay; inhibition, % at 2 µM; 91,000 compounds, 0.34% hits; P34913; in the data active = inhibition above about 80%; note: values of inactives mirror those of a sister screen read the other way; many of its hits are not listed in these tables
CYP2C19 inh: inhibitors of human CYP2C19; 96,000 compounds, 21% hits; inhibition, % at 5 µM; CYP2C19 Supersomes, luciferin-H EGE luminescence, 30 min; AID 778; P33261;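 active = CYP2C19 inhibition above a set limit at 5 µM in the primary screen, cut at about 50% in these data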;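 note: plate controls were negative control wells for no effect and 2.5 mM tranylcypromine positive control for full effect; values of inactives mirror those of a sister screen read the other way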
The depositor's hits bear a star; nt = not tested or not shown. Cut-off read from the data, not from the text of the source, unless noted: active = inhibition above about 30%; inactive = the rest.

SMILES	hDAT+cocaine	PostGolgi ctrl	sEH act	S1P2 antag	PostGolgi yeast	CYP2C19 act	S1P2 ag	sEH inh	CYP2C19 inh
CC1CN(CC(O)COc2ccc(C(=O)c3ccccc3)cc2)CC(C)O1 (centres undefined)	-0.52	7	7	2	2	0.9	-2	-10	12
Cc1ccc(/C=N/n2nnnc2N)o1	0.26	3	1	-17	-6	0.9	-2	0	6
O=C(O)C1C2C=CC(C2)C1C(=O)Nc1ccc(C(=O)N2CCCCC2)c(Cl)c1 (centres undefined)	0.19	7	-5	-4	-6	1	-8	5	0
O=C(NNc1nc(-c2ccccc2)cs1)c1ccccc1	nt	-4	6	11	1	0.6	-5	-4	40
Brc1cc(Br)c2nc(-c3ccc(N4CCOCC4)cc3)ccc2c1	nt	36*	nt	20	3	1	-4	nt	-3
Cc1cc(C)nc(NC(=O)COc2cc(Cl)cc(Cl)c2)n1	-1	32*	6	-3	9	1.1	0	-8	-8
O=C1C(c2ccc(F)cc2)N(Cc2ccc3c(c2)OCO3)C(=O)CN1C1CCCCCC1 (centres undefined)	1.2	15	-6	-7	12	0.6	1	6	36
Cc1noc(C)c1CSc1nc2ccccc2[nH]1	-0.052	4	4	6	4	0.6	-4	-5	37
COc1ccc(-n2nnnc2SCC#CCO)cc1	-0.26	-1	-2	-8	3	0.1	-5	3	90*
NC(=O)C1CCCN(C(=O)Nc2cccc3ccccc23)C1 (centres undefined)	-1.2	1	0	-4	3	1	-2	0	0
COc1ccc(-c2nc3n(c2Br)CCC3)cc1	-0.21	9	nt	16	1	0.7	-3	nt	33
COC(=O)c1ccccc1NC(=O)NCc1cccnc1	1.4	-2	-1	-5	7	0.6	-11	0	40
COc1ccc(C)cc1NC(=O)Nc1ccc(Br)cn1	-0.71	8	-13	0	-2	0.8	-6	13	24
CCCN1C(=O)c2ccc(C(=O)NC3=NCCS3)cc2C1=O	-1.3	10	10	-13	2	0.9	-3	-6	5
Cc1cccc2cc(C#N)c(NCCNC(=O)NC3CCCCC3)nc12	-0.09	4	-53	-24	10	0.9	-1	54	9
COc1ccc(NC(=O)N2CCCC2C(=O)Nc2ccc(C)c(Cl)c2)cc1 (centres undefined)	0.19	3	-15	36	-5	0.8	-9	14	22
Fc1ccc2nc3n(c2c1F)CCCCCC3	-0.57	40*	10	20	1	0.5	-5	-10	49
COc1ccc(C(=O)OCC(=O)NCC2CCCCC2)cc1S(=O)(=O)N1CCCc2ccccc21	0.34	22	-54	-5	4	1	-8	55	0
CC1(C)CC(=O)C2=C(C1)N(CCN1CCOCC1)C1=C(C(=O)CC(C)(C)C1)C2c1cccc(F)c1	0.32	5	nt	-2	4	0.7	4	nt	28
Cc1ccc(-c2nn(CC(=O)NCC3CCCO3)c(=O)c3ccccc23)cc1 (centres undefined)	-1.4	12	8	1	-11	0.9	-4	-5	8

Sorted by value in S1P2 ag (smallest number first): three from the list above
mol | hDAT+cocaine | sEH act | S1P2 antag | CYP2C19 act | S1P2 ag | sEH inh | CYP2C19 inh
O=C(NNc1nc(-c2ccccc2)cs1)c1ccccc1 | nt | 6 | 11 | 0.6 | -5 | -4 | 40
CC1CN(CC(O)COc2ccc(C(=O)c3ccccc3)cc2)CC(C)O1 (centres undefined) | -0.52 | 7 | 2 | 0.9 | -2 | -10 | 12
O=C1C(c2ccc(F)cc2)N(Cc2ccc3c(c2)OCO3)C(=O)CN1C1CCCCCC1 (centres undefined) | 1.2 | -6 | -7 | 0.6 | 1 | 6 | 36

Later entries.
SMILES	hDAT+cocaine	PostGolgi ctrl	sEH act	S1P2 antag	PostGolgi yeast	CYP2C19 act	S1P2 ag	sEH inh	CYP2C19 inh
CCOc1ccc(N(CC)C(=O)CCNC(=O)Cn2ccc3ccccc3c2=O)cc1	-0.069	3	-6	-7	-13	0.6	-6	4	37
O=C(NCc1ccco1)c1cc2c(s1)CCCCC2	0.031	5	-14	20	4	0.9	-9	15	9
Cc1cc(NC(=O)c2ccccc2NS(=O)(=O)c2c(C)c(C)cc(C)c2C)no1	nt	3	nt	nt	-2	0.9	nt	nt	11
CCOC(=O)C1CCN(c2c(NCc3ccc(C(=O)NC(C)CC)cc3)c(=O)c2=O)CC1 (centres undefined)	0.16	1	9	5	-2	0.9	-4	-8	12
CCC/C(=N/Nc1ccc(Cl)cc1)c1cnnc(-c2ccccc2)n1	0.93	nt	-3	-6	nt	nt	-4	5	nt
CCOC(=O)c1cccc(NC(=O)CN2C(=O)C3C4C=CC(C4)C3C2=O)c1 (centres undefined)	0.24	22	-30	2	0	0.8	-6	28	18
O=C(NC(=O)c1ccncc1)NC(c1ccccc1)c1ccccc1	-0.0055	10	14	21	0	0.7	-6	-14	34
COc1cc(S(=O)(=O)NC2CCCCC2)ccc1F	0.51	12	22	-20	5	0.2	-4	-24	85*
COc1ccc(-c2noc(Cc3ccc(Cl)cc3)n2)cc1OC	-0.13	26	0	7	6	0.9	-2	-1	13
CCOc1ccc(N(CC(=O)O)S(=O)(=O)c2ccc(OC)c(OC)c2)cc1	-0.73	12	2	-2	-8	1	-2	-3	5
O=C(CSC(=S)N1CCCCC1)N1N=CCC1c1ccccc1 (centres undefined)	-0.015	23	8	11	0	0.6	-4	-9	42
COc1ccc(C(=O)Nc2ccc3c(c2)nc2n3CCSC2)cc1	1.2	0	nt	19	-2	0.7	-2	nt	28
COc1ccc(Br)cc1C(=O)Nc1cccc(NC(=O)c2ccco2)c1	-0.4	49*	-13	-27	3	0.1	-3	13	88*
Cc1c(-c2nn(C)c(=O)c3ccccc23)oc2ccc(F)cc2c1=O	-0.59	15	-10	-17	-6	0	-5	12	99*
CCCCOc1cccc(C(=O)N(Cc2ccco2)C2CCS(=O)(=O)C2)c1 (centres undefined)	0.21	12	10	17	26	0.5	-4	-11	46
Cc1ccc(OCCCn2c(CO)nc3ccccc32)cc1	0.71	7	-1	-13	37*	0	1	1	95*
CC1CC(C)CN(S(=O)(=O)c2cccc(C(=O)OCCN3CCCC3=O)c2)C1 (centres undefined)	0.77	11	16	4	-3	1	-6	-13	4
CCn1c(C(=O)N2CCC(C(=O)N3CCN(c4ccccn4)CC3)CC2)cc2sccc21	0.77	4	-3	12	0	0.3	-4	3	65*
C/C(CC(=O)NCc1ccco1)=N\NC(=O)C(c1ccccc1)c1ccccc1	-0.17	10	7	6	-2	0.9	-2	-4	6
CCOC(=O)c1cnn2c(C(F)(F)F)cc(-c3ccccc3)nc12	-1.7	-2	nt	nt	2	0.7	nt	nt	28

Arranged by length of the SMILES (lowest first): part of the list above
SMILES	hDAT+cocaine	PostGolgi ctrl	sEH act	S1P2 antag	PostGolgi yeast	CYP2C19 act	S1P2 ag	sEH inh	CYP2C19 inh
O=C(NCc1ccco1)c1cc2c(s1)CCCCC2	0.031	5	-14	20	4	0.9	-9	15	9
COc1cc(S(=O)(=O)NC2CCCCC2)ccc1F	0.51	12	22	-20	5	0.2	-4	-24	85*
Cc1ccc(OCCCn2c(CO)nc3ccccc32)cc1	0.71	7	-1	-13	37*	0	1	1	95*
O=C(CSC(=S)N1CCCCC1)N1N=CCC1c1ccccc1 (centres undefined)	-0.015	23	8	11	0	0.6	-4	-9	42
O=C(NC(=O)c1ccncc1)NC(c1ccccc1)c1ccccc1	-0.0055	10	14	21	0	0.7	-6	-14	34
CCC/C(=N/Nc1ccc(Cl)cc1)c1cnnc(-c2ccccc2)n1	0.93	nt	-3	-6	nt	nt	-4	5	nt
COc1ccc(Br)cc1C(=O)Nc1cccc(NC(=O)c2ccco2)c1	-0.4	49*	-13	-27	3	0.1	-3	13	88*
Cc1c(-c2nn(C)c(=O)c3ccccc23)oc2ccc(F)cc2c1=O	-0.59	15	-10	-17	-6	0	-5	12	99*
C/C(CC(=O)NCc1ccco1)=N\NC(=O)C(c1ccccc1)c1ccccc1	-0.17	10	7	6	-2	0.9	-2	-4	6
CCOC(=O)c1cccc(NC(=O)CN2C(=O)C3C4C=CC(C4)C3C2=O)c1 (centres undefined)	0.24	22	-30	2	0	0.8	-6	28	18
Cc1cc(NC(=O)c2ccccc2NS(=O)(=O)c2c(C)c(C)cc(C)c2C)no1	nt	3	nt	nt	-2	0.9	nt	nt	11
CCn1c(C(=O)N2CCC(C(=O)N3CCN(c4ccccn4)CC3)CC2)cc2sccc21	0.77	4	-3	12	0	0.3	-4	3	65*

The listing continues:
SMILES	hDAT+cocaine	PostGolgi ctrl	sEH act	S1P2 antag	PostGolgi yeast	CYP2C19 act	S1P2 ag	sEH inh	CYP2C19 inh
COc1cc([N+](=O)[O-])ccc1NC(=O)CCCOc1ccc(C)cc1	0.57	8	2	17	-9	1.1	-5	0	-8
O=C(O)c1ccccc1CSc1nc2ccccc2o1	0.81	10	5	-3	-1	0.9	-6	-4	8
Cc1csc(NC(=O)c2c(O)c3c(n(CC(C)C)c2=O)CCCC3)n1	0.52	26	-2	-7	-4	0.9	-5	7	14
COc1ccccc1-c1cc(C(F)(F)F)nc(S(=O)(=O)CCCC(=O)N2CCOCC2)n1	-0.71	11	8	-49	7	1	-3	-7	1
COc1ccc(CCN=C2SCC(=O)N2C)cc1OC	0.82	11	nt	nt	1	0.1	nt	nt	88*
CCOC(=O)N1CCN(C(=O)Cc2ccc(Cl)cc2)CC1	0.15	5	nt	nt	5	0.5	nt	nt	54*
O/N=C1\CCCc2nnc3c(c21)CCCC3	-0.42	1	nt	nt	-4	1	nt	nt	1
Cc1onc(-c2ccncc2)c1C(=O)O	-0.54	6	2	-2	15	1.1	-7	-2	-9
CCCOc1ccc(-c2nnc(-c3cccs3)o2)cc1	-1	nt	2	-12	nt	nt	-5	1	nt
Cc1cc(Cl)c(S(=O)(=O)NC(C(=O)O)c2ccccc2)cc1OCC(N)=O (centres undefined)	-0.24	4	3	-3	-10	1.1	-3	2	-6
Cc1oc(-c2ccccc2F)nc1CS(=O)CC(=O)NCc1ccc2c(c1)OCO2 (centres undefined)	0.033	-6	-1	5	10	0.4	-8	0	62*
COc1cc2c(cc1OC)-c1cc(N3CCCc4ccccc43)nc(=O)n1CC2	-0.77	5	nt	-48	-8	0.4	41*	nt	60*
CCOC(=O)NC1(NC(C)C)Oc2ccccc2O1	0.48	1	-1	-18	-5	0.7	-7	0	31
Cc1cc(C)c2c(N)c(C(=O)NN3CC(=O)N(c4ccccc4F)CC3=O)sc2n1	-1.2	1	-12	-20	6	1	-4	14	2
Cc1c(Cl)cccc1NC(=O)c1cc(-c2ccccc2O)n[nH]1	-0.56	19	-8	5	-13	0.8	-7	6	17
CC(=O)Nc1ccc(N2C(=O)CC(N3CC(C)OC(C)C3)C2=O)cc1 (centres undefined)	-0.5	4	21	-5	-3	1.3	-1	-21	-28
CCCCOC(=O)c1ccc(NS(=O)(=O)c2cc(-c3nnnn3CC)ccc2OC)cc1	1.5	11	-7	10	21	0.9	-5	8	12
O=C(Cc1ccc2c(c1)CCCC2)Nc1ccccc1Cl	0.057	15	-6	10	-1	0.7	-3	8	27
CC1CCC/C(=N\NC(=O)COc2ccc(Cl)cc2Cl)C1 (centres undefined)	nt	7	-28	10	-19	0.2	-10	26	80*
CCN(CC)S(=O)(=O)c1cc([N+](=O)[O-])ccc1NNC(=O)Nc1ccccc1	0.35	5	-18	-2	1	1.1	-1	17	-12
Cc1nc2cc(NC(=O)N3CCCCC3)ccc2n1C	-0.85	nt	-40	3	nt	nt	-3	42	nt
O=C(CSc1nnc(-c2ccncc2)n1Cc1ccccc1)NCCc1ccccc1	2.7	-3	0	-15	0	0.3	-4	-6	71*
Cc1cccc(OCC(=O)Nc2nc3ccc([N+](=O)[O-])cc3s2)c1	-0.81	12	-10	-26	11	0.3	-6	10	70*
CCNC(=O)COc1ccc(Br)cc1Cl	-1	-3	-3	12	1	0.3	-2	2	73*
Cc1cc(NC(=O)COn2nnc3ccccc32)no1	-0.26	-4	22	-2	3	0.7	-4	-24	29
CCOC(=O)c1c(-c2cccs2)csc1NC(=O)CN(CC)CC	0.36	9	8	11	15	0.6	-2	-6	38
CCOc1ccc2ccccc2c1C(=O)Nc1cc(=O)n(C)c(=O)n1C	1.3	11	-5	-15	3	nt	-2	5	nt

No enrichment for hits, and some 24% of all compounds hit somewhere here.
